PPC-1+TRAIL kill = compounds killing PPC-1 cancer cells with TRAIL present (potentiator screen, no TRAIL-free arm); PPC-1 cells + TRAIL, ATPLite viability luminescence; cell killing (% activity), % at 4 µM; hit rate 0.41% among 220,000;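 active = cell killing above 50% in the first pass at 4 µM, then a duplicate retest at 5 µM averaging 50% or more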;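 note: plate controls were cells with TRAIL plus DMSO for no effect and medium-only wells lacking cells for full effect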
EBV gp42 block = EBV gp42 inhibition; Q1HVG2; Fluorescence polarization binding assay, mP read-out; inhibition, % (tested at 21.74 µM); hit rate 0.42% among 220,000; AID 1085; in the data active = inhibition above about 50%
MDM2 E3 inh = Mdm2 E3 ligase (human) inhibition | hit rate 0.11% among 210,000 | Q00987 | cell-based MDM2 ubiquitination luciferase reporter, 2 h; 0 = plate control, 100 = twice control, blank-subtracted | signal enhancement, % at 5 µM;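 active = signal enhancement of 30% or more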;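 note: luminescence tracks abundance of the self-degrading MDM2-luciferase fusion protein; higher signal means inhibition of MDM2 E3 ligase activity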
Target sequence (Q00987 whole entry, looked up, the tested form may be a part): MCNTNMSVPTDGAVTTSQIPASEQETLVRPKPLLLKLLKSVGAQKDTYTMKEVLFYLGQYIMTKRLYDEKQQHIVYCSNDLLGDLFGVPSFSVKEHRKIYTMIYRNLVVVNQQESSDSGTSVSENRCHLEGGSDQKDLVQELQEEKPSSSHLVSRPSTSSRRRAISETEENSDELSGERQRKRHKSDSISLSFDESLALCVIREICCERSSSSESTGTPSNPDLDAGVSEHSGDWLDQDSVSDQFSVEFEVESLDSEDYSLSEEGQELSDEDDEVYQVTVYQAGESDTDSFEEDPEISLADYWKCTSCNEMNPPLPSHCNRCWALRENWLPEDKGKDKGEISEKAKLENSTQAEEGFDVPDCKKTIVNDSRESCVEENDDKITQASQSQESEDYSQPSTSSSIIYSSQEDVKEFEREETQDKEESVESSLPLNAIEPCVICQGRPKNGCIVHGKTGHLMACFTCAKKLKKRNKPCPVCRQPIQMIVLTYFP
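test system = mammalian cells stably expressing self-ubiquitinating, self-degrading MDM2 E3–luciferase fusion | quantity = 2000 cells/well | incubation = cell settling 4 h, compound treatment 2 h, both 37 °C | signal = luminescence with SteadyLite reagent, 15 min at room temperature | evaluation = % enhancement relative to plate controls after blank subtraction | benchmarks = plate controls and plate blanks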
Runt-SMMHC FRET = inhibitors of human RUNX1 Runt domain binding to CBFb-SMMHC | Q01196+Q13951 | Cerulean-Runt/Venus-CBFb-SMMHC FRET ratio 530/480, 1 h | inhibition, % at 20 µM | hit rate 0.74% among 220,000;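 active = mean inhibition across duplicate retests at 20 µM reaching about 50%, limit read from the data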;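 note: 0% = DMSO wells and 100% = wells with excess untagged CBFb-SMMHC; inhibitors lower the FRET ratio by blocking Runt binding to CBFb-SMMHC; some results filed as inactive read as strong as hits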
NCF1 inh = inhibitors of human p47phox binding | inhibition, % at 24.7 µM | AID 1274 | hit rate 0.53% among 220,000 | p47phox/p22phox peptide binding, fluorescence polarization, 2 h;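 active = inhibition above about 30%, limit read from the data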;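 note: 0% = p47phox with labelled peptide and 100% = labelled peptide alone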
CHOP inh = blocks CHOP induction under ER stress | CHO-K1 CHOP-promoter luciferase, tunicamycin-induced, 15-18 h | inhibition, % at 10 µM | hit rate 3.8% among 220,000 | AID 2732;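 active = compounds that reduced the stress-induced luciferase reporter signal by more than about 70% of percent inhibition, limit read from the data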;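 note: 0% = tunicamycin plus vehicle and 100% = wells without tunicamycin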
TNF necrop inh = inhibitors of TNF-alpha induced necroptosis in Jurkat FADD-/- cells. Jurkat FADD-/- TNF necroptosis rescue, ATP luminescence, 24 h; 0 = TNF only, 100 = no-TNF cells. activation (protection from cell death), % at 10 µM. hit rate 0.068% among 220,000;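 active = activation, meaning protection from cell death, of at least 50% relative to plate controls; inactive = activation below 50%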;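 note: necroptosis triggered by 40 ng/mL TNF-alpha added together with compound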
TRPML3 ag = activates the human TRPML3 channel. HEK293 TRPML3-YFP, Fluo-8 calcium fluorescence; 100% = the carbachol control signal. AID 1448. activation, % at 3 µM. hit rate 0.29% among 220,000;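 active = activation above its plate's cutoff, the mean activation of the plate's test wells plus 3 SD, cut at about 12% in these data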;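 note: 0% = DMSO only wells and 100% = carbachol wells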
Target sequence (Q8TDD5 whole entry, looked up): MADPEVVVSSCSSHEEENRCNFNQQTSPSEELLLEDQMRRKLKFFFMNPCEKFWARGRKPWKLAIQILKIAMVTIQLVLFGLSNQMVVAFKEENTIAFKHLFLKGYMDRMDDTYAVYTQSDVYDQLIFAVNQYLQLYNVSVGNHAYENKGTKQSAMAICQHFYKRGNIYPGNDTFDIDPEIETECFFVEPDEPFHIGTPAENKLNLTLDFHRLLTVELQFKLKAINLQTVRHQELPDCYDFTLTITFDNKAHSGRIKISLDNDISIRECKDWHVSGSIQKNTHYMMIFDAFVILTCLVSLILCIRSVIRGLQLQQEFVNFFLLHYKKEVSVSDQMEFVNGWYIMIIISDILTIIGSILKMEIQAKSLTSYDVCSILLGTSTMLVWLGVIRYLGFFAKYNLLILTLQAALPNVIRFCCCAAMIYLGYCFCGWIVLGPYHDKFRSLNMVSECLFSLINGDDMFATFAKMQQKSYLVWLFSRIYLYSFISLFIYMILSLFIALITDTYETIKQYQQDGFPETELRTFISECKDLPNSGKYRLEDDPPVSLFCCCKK
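Test system: HEK293 cells stably carrying human TRPML3-YFP; Doses: single dose, 3 µM final nominal compound, 0.3% DMSO final; Schedule: dye loading 1 h 37 °C then 30 min ambient, 125 s read; Technique: Fluo-8 calcium fluorescence; Benchmarks: high control carbachol 87 µM, low control DMSO.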
zfTRPN1 agonist = agonists of zebrafish TRPN1 channel; HEK293 zebrafish TRPN1-YFP, Fluo-8 calcium fluorescence; 100% = response to 87 µM carbachol; activation, % at 3 µM; hit rate 0.18% among 220,000; AID 1424;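 active = activation above its plate's cutoff, the mean activation of test wells on that plate plus 3 SD, cut at about 19% in these data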;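 note: 0% = DMSO alone and 100% = 87 µM carbachol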
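Assay system: Zebrafish TRPN1-YFP in HEK293 cells | Incubation: Dye loading 1 h at 37 °C, then 30 min room temperature | Measured by: Kinetic Fluo-8 fluorescence, ex 470-495, em 515-575 nm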
Starred values were filed as active, the others as inactive; · = not tested or not shown.

#1 CC1CC(C)(C)CC2(C1)NC(=O)N(CC(=O)NCCc1c[nH]c3ccccc13)C2=O (configuration not stated)
#2 Cc1cc(C)cc(OCC(=O)OC/C(O)=C(\C#N)c2nc3ccccc3[nH]2)c1
#3 N#Cc1ccc(Oc2nc(C#N)cc(-c3ccccc3)n2)cc1
#4 CCN1CCCC1CNS(=O)(=O)c1ccc(Cl)c(C(F)(F)F)c1 (configuration not stated)
#5 CC(=O)NS(=O)(=O)c1ccc(NC(=O)c2ccc(Br)o2)cc1
#6 NC(N)=Nc1nc(-c2ccccc2)c2ccccc2n1
#7 COc1ccc(Br)cc1CNC(=O)C1CCN(C(=O)N(C)C)CC1
#8 Cc1ccc(NC(=O)c2cc(S(=O)(=O)NCCC3=CCCCC3)ccc2F)cc1F
#9 Cc1ccc2nc(SCC(=O)NCc3cccs3)[nH]c2c1
#10 O=C(NCN1CCN(c2ccccc2F)CC1)c1cccnc1

entry no.,1,2,3,4,5,6,7,8,9,10
PPC-1+TRAIL kill,-4.9,-4.4,29.8,-0.3,-0.1,14.6,15.2,13.7,16.5,25.5
EBV gp42 block,-3.2,-37.4,-1.4,3.8,-8.9,-5.2,-7.1,-2.7,-8.7,-19.4
MDM2 E3 inh,-7.7,-14.1,4.5,-2.0,-18.1,-17.3,-6.3,0.0,-17.6,-14.5
Runt-SMMHC FRET,-1.3,2.1,-5.0,1.6,4.0,5.4,-1.2,-1.2,-4.1,-16.0
NCF1 inh,-26.4,-58.1,-3.4,-1.1,-3.5,-33.3,-8.1,-7.5,-2.4,-3.9
CHOP inh,8.9,78.7*,3.2,24.7,-4.8,10.8,14.1,69.7,-1.1,-9.4
TNF necrop inh,1.7,7.9,0.0,2.0,0.2,3.7,2.2,-1.9,1.6,-2.4
TRPML3 ag,0.0,0.0,2.9,1.7,0.7,0.3,0.3,-0.2,-0.3,0.0
zfTRPN1 agonist,0.3,0.5,4.0,-1.2,0.2,-1.8,1.2,-0.9,1.4,2.1

Sorted by heavy-atom count (highest first): some entries from above.
#4 CCN1CCCC1CNS(=O)(=O)c1ccc(Cl)c(C(F)(F)F)c1 (configuration not stated)
#5 CC(=O)NS(=O)(=O)c1ccc(NC(=O)c2ccc(Br)o2)cc1
#9 Cc1ccc2nc(SCC(=O)NCc3cccs3)[nH]c2c1

entry no.,4,5,9
PPC-1+TRAIL kill,-0.3,-0.1,16.5
EBV gp42 block,3.8,-8.9,-8.7
MDM2 E3 inh,-2.0,-18.1,-17.6
Runt-SMMHC FRET,1.6,4.0,-4.1
NCF1 inh,-1.1,-3.5,-2.4
CHOP inh,24.7,-4.8,-1.1
TNF necrop inh,2.0,0.2,1.6
TRPML3 ag,1.7,0.7,-0.3
zfTRPN1 agonist,-1.2,0.2,1.4

New compounds follow:
#11 Cc1ccc(OC2=NS(=O)(=O)c3ccccc32)cc1
#12 COc1ccc(CCN(C(=O)C(F)(F)F)C(C(=O)NC2CCCCC2)c2cccs2)cc1 (configuration not stated)
#13 Cc1cccc(C(=O)OCC(=O)Nc2ccc(N3CCCCC3)cc2)c1O
#14 COc1ccccc1OP(=O)(O)Oc1ccccc1OC
#15 O=C(CC1Sc2ncnn2C1=O)Nc1ccc(Cl)cc1 (configuration not stated)
#16 C/C(N)=C(/C#N)C(=O)CSc1nnc(-c2ccc3c(c2)OCO3)o1
#17 c1ccc2c3c([nH]c2c1)C(C1CCCCC1)N(Cc1ncc[nH]1)CC3 (configuration not stated)
#18 CC(C)c1nc2sc3c(=S)nc[nH]c3c2c2c1CCC2
#19 O=C(Nc1ccc2c(c1)OCO2)c1cc(-c2cccnc2)nc2ccccc12
#20 Cc1ccc(Nc2nc(NCC3CCCO3)nc(N)c2[N+](=O)[O-])cc1 (configuration not stated)

entry no.,11,12,13,14,15,16,17,18,19,20
PPC-1+TRAIL kill,-0.2,11.8,-14.8,21.4,19.9,27.4,8.7,0.3,10.4,9.1
EBV gp42 block,-12.8,-8.3,-27.0,2.3,-30.6,-11.2,2.5,-0.9,7.3,0.6
MDM2 E3 inh,-7.6,-17.0,9.1,1.1,-3.8,-42.3,-5.8,-7.0,-16.1,-5.5
Runt-SMMHC FRET,-0.4,3.8,0.3,-1.2,12.4,-5.2,-5.1,0.5,-3.2,-3.7
NCF1 inh,-18.9,-24.2,-22.9,6.0,-2.2,42.0*,-14.7,-17.4,3.2,-8.2
CHOP inh,19.3,15.7,42.7,1.4,49.4,18.5,11.6,13.0,19.9,69.0
TNF necrop inh,-6.9,2.7,-0.1,-0.3,0.7,2.3,-0.5,-1.2,-1.4,1.2
TRPML3 ag,1.0,-0.2,0.3,0.6,0.6,0.3,0.6,0.1,0.4,0.5
zfTRPN1 agonist,-0.8,-0.6,1.7,0.6,0.2,1.3,0.8,0.1,0.1,0.4

#21 CN1/C(=C/C2CC(=O)NC2=O)C(C)(C)c2ccccc21 (configuration not stated)
#22 COc1ccccc1CNS(=O)(=O)c1c(C)noc1C
#23 O=C(c1ccc([N+](=O)[O-])cc1)N1CCSC1c1ccc(Cl)cc1 (configuration not stated)
#24 COc1ccc(C(C)=O)cc1CN1CCCCC1
#25 Cc1c(Cl)cccc1N(CC(=O)NC1CCCCC1)S(C)(=O)=O
#26 CC(C)(C)NC(=O)CC(c1ccccc1)c1ccccc1O (configuration not stated)
#27 CCCS(=O)(=O)N1CCC(C(=O)NCCCN(CC)c2cccc(C)c2)CC1
#28 Cn1c(=O)n(Cc2ccc(Br)cc2)c2ccccc21
#29 CCCNC(=O)COc1ccc(S(=O)(=O)Nc2ccc(C)cc2)cc1
#30 CCC(C(=O)NCc1ccc(OC)cc1)n1nc(C)n2c(cc3occc32)c1=O (configuration not stated)

entry no.,21,22,23,24,25,26,27,28,29,30
PPC-1+TRAIL kill,13.8,6.2,2.7,3.9,14.2,11.5,-2.2,11.3,-5.7,10.0
EBV gp42 block,0.4,-28.8,-13.1,-16.2,-9.2,-18.8,-12.1,-1.8,-20.7,-13.8
MDM2 E3 inh,-2.5,-18.8,-7.8,·,-2.9,2.4,-2.7,-14.5,-15.1,4.2
Runt-SMMHC FRET,-0.2,-48.2,1.8,-2.8,0.1,-0.4,2.6,-19.8,-2.3,0.7
NCF1 inh,-64.2,-14.4,3.7,3.8,-13.4,-21.9,0.1,-1.2,-12.1,-7.0
CHOP inh,16.7,13.1,30.9,-14.4,21.6,16.2,-26.5,16.0,17.1,5.3
TNF necrop inh,0.1,-0.1,30.9,0.7,1.8,-0.3,-0.3,4.1,-1.0,-1.2
TRPML3 ag,1.1,0.7,-0.4,0.4,0.8,-0.3,0.3,-0.6,2.2,-0.4
zfTRPN1 agonist,0.3,1.1,-1.4,-1.3,0.4,-1.6,0.2,-0.1,4.0,0.3

#31 Cc1ccccc1OCC(O)CN(Cc1ccccc1O)C1CCCCC1 (configuration not stated)
#32 CC(C)c1ccc(-c2noc(C3CCCN(C(=O)c4ccc(F)cc4F)C3)n2)cc1 (configuration not stated)
#33 O=C(NCCCn1ccnc1)c1ccc(Cl)c(S(=O)(=O)N2CCOCC2)c1
#34 NC1=NS(=O)(=O)NC1c1cccc(F)c1 (configuration not stated)
#35 Cc1ccc(C(=O)Nc2cccc(-c3cn4ccccc4n3)c2)cc1
#36 O=C(Nc1ccc2c(c1)OCCO2)C1CCCN(S(=O)(=O)c2cccs2)C1 (configuration not stated)
#37 O=C1OCCN1C(=O)[C@H]1[C@H](c2ccc([N+](=O)[O-])cc2)C(c2cccc(Cl)c2)=NN1c1ccccc1
#38 CCOC(=O)Cc1nnc(NC(=O)c2ncn[nH]2)s1
#39 Cc1cc(N/N=C/c2cccc(Cl)c2)nc(NCc2ccccc2)n1
#40 COc1ccccc1N1CCN(C(=O)c2ccc(Cn3c(=O)[nH]c4ccsc4c3=O)cc2)CC1

entry no.,31,32,33,34,35,36,37,38,39,40
PPC-1+TRAIL kill,24.7,14.0,22.0,13.0,8.4,24.1,27.2,-1.3,17.8,-0.9
EBV gp42 block,-15.2,-5.1,-4.7,-13.8,3.8,-11.5,-6.1,-3.3,5.6,-8.6
MDM2 E3 inh,-12.2,-6.5,-2.4,10.1,-21.7,2.0,·,-7.2,-11.8,-8.1
Runt-SMMHC FRET,-2.3,-11.5,-0.8,-1.2,-4.4,-3.6,-0.7,-0.2,6.5,-0.2
NCF1 inh,-14.5,-8.4,-3.1,3.4,-12.2,-5.3,-7.5,4.3,-18.1,-2.0
CHOP inh,87.8*,32.3,-16.9,14.4,17.9,52.4,-12.5,13.8,50.2,15.3
TNF necrop inh,1.2,-8.4,-0.2,-0.6,0.9,0.1,-1.2,0.2,2.3,-5.7
TRPML3 ag,-0.1,0.7,-0.1,0.9,0.3,1.1,0.3,0.5,-0.7,0.9
zfTRPN1 agonist,-2.3,-0.5,0.4,0.1,-0.1,2.9,-0.5,-0.8,-1.4,2.1

#41 CC(Oc1ccc(Cl)cc1Cl)C(=O)NC1=NN(c2ccccc2)C(=O)C1 (configuration not stated)
#42 O=S(=O)(Nc1ccc(Cl)cn1)c1ccccc1
#43 CCOC(=O)C(NC(C)=O)(N1CCOCC1)C(F)(F)F (configuration not stated)
#44 N#Cc1ccc(OCC(=O)N/N=C(\CCC(=O)O)c2cccs2)cc1
#45 Cc1[nH]nc(SCC(=O)NC2CCCC2)c1[N+](=O)[O-]
#46 CCOC(=O)c1c(C)n(C)c2ccc(OCC(O)Cn3nc(C)cc3C)cc12 (configuration not stated)
#47 Cc1ccc2[nH]c3c(=O)n(CCc4cnc[nH]4)cnc3c2c1
#48 O=C(/C=C\Nc1ccc(Cl)cn1)c1ccc(Br)cc1
#49 COC(=O)c1cccc(C23CC4(C2)[C@H](CN(Cc2ccc(C(F)(F)F)cc2)[C@@H]4c2ccccc2)C3c2ccccc2)c1 (some centres not stated)
#50 Cc1cnc(C(=O)Nc2ccccc2F)cn1
#51 CCCN(c1ccc(OCC)cc1)S(=O)(=O)c1ccc2c(c1)CCN2C(=O)CCC(=O)O

entry no.,41,42,43,44,45,46,47,48,49,50,51
PPC-1+TRAIL kill,-6.7,9.4,-0.4,7.5,-9.0,13.3,26.6,24.6,0.0,9.3,-9.7
EBV gp42 block,-7.8,-9.3,-12.2,5.3,-5.8,-24.1,-0.6,-28.0,-37.1,-16.3,9.3
MDM2 E3 inh,1.4,5.7,-9.1,-10.4,-6.2,·,-12.2,-16.7,6.2,·,-7.5
Runt-SMMHC FRET,4.4,2.1,1.7,-2.1,25.3,-3.2,1.4,-28.4,-8.7,-4.5,-4.4
NCF1 inh,-10.2,3.6,-2.4,-3.0,-0.8,-15.2,-4.3,-4.6,-30.7,-20.9,-12.8
CHOP inh,28.8,8.5,6.8,5.0,7.6,11.0,13.6,-24.6,12.5,0.9,29.2
TNF necrop inh,-2.5,2.3,-13.2,0.7,0.1,-0.3,0.1,1.2,0.5,-2.8,-0.5
TRPML3 ag,0.2,1.3,0.2,1.0,0.5,-0.8,-0.2,0.5,·,0.6,-0.3
zfTRPN1 agonist,-0.5,0.0,0.6,0.3,0.2,-0.4,2.7,2.3,·,0.0,0.0

High-throughput results (PubChem BioAssay)

The order is random; 5.9% or so of the library scored in one or more.
